MRP reversal = reverses drug resistance mediated by MRP; differential viability (reversal), % at 10 µM; AID 602; 0.04% of 85,000 active; H69AR cells + 2 uM doxorubicin, CellTiter-Glo, 72 h;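 active = viability drop by adding the cancer drug above about 55%, with treated viability meeting a 40% cutoff, limit read from the data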;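 note: viability without doxorubicin minus viability with 2 µM doxorubicin for each compound; larger differential means the compound sensitizes cells more to doxorubicin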
NFkB transloc pot = enhances IL-1B driven NFkB nuclear translocation. HUVEC IL-1B NFkB p65 nuclear translocation imaging. activation, % at 2 µM. 0.3% of 94,000 active;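 active = activation above 40%, about the mean plus 3 SD, also judged a hit on visual image review; inconclusive = activation above 40% but not a hit on visual review; inactive = activation not above 40% and no visual hit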;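 note: percent activation is computed from the nuclear over cytoplasmic p65 intensity ratio; values of inactives mirror those of a sister screen read the other way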
Bcl-B displacement = displacers of TR3 peptide from Bcl-B, primary screen, selectivity assay for Bfl-1 inhibitor project, biochemical, fluorescence polarization; one-dose displacement, % at 20 µM; IC50 in µM for titrated hits; 0.11% of 96,000 active; FP displacement of FITC-TR3 peptide from Bcl-B; higher % means a stronger effect;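 active = displacement above 50% at 20 µM plus a fluorescence interference ratio under 1.5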;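 note: plate controls were wells without compound for no effect and wells lacking Bcl-B protein for full effect; a part of the inactive calls stands beside numbers as strong as those of hits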
IL1B NFkB inh = blocks IL-1B driven NFkB nuclear translocation in HUVEC cells. HUVEC IL-1B NFkB p65 nuclear translocation imaging. inhibition, % at 2 µM. 0.43% of 94,000 active;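 active = inhibition above about 30% together with a positive call from visual inspection of the well image, limit read from the data; inconclusive = inhibition above a set limit but visual check negative; inactive = inhibition not above a set limit, visual check negative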;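 note: nuclear over cytoplasmic p65 intensity ratio measured by imaging; 0% = IL-1B stimulated DMSO wells and 100% = unstimulated DMSO wells; values of inactives mirror those of a sister screen read the other way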
PLAP inhibition = inhibition of human placental alkaline phosphatase – biochemical, luminescence, HTS (AID 690); inhibition, % at 20 µM; hits with a dose series show IC50 in µM; purified PLAP, luminescent substrate; higher % means a stronger effect; 0.08% of 96,000 active; in the data active = a potency from the dose series; inactive = the rest, 99 in 100 with inhibition below about 30%; note: strong numbers were not always called active
MRP reversal cytotoxicity = further read-out of MRP reversal, marked with its call; viability, %; H69AR cells, CellTiter-Glo, 72 h; measured here: cytotoxicity without doxorubicin
MRP reversal with doxorubicin = second read-out of MRP reversal, no call of its own (marks repeat the call); viability, %; measured here: viability with 2 uM doxorubicin; active compounds read low
IL1B NFkB inh cell count 2 µM = second read-out of IL1B NFkB inh, no call of its own (marks repeat the call); cell count; measured here: cells passing quality filter;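 raw number of nuclei counted in each imaged well without normalization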
NFkB transloc pot cell count 2 µM = second read-out of NFkB transloc pot, no call of its own (marks repeat the call); cell count; measured here: cells passing quality filter
* marks the source's active call; other numbers are inactive results; u = inconclusive; x = no result given. Only part of the results is shown (hit frequency here may not be typical).

Below each compound – MRP reversal	MRP reversal cytotoxicity	MRP reversal with doxorubicin	NFkB transloc pot	NFkB transloc pot cell count 2 µM	Bcl-B displacement	IL1B NFkB inh	IL1B NFkB inh cell count 2 µM	PLAP inhibition
CC1(C)NC(=O)N(CC(O)COc2ccc(N3C(=O)c4ccccc4C3=O)cc2)C1=O (centres undefined)
 : -6	101	107	7	121	1%	-7	121	-5%
COC(=O)C1(C)NC(c2cccs2)C2C(=O)N(c3ccc(F)cc3)C(=O)C21 (centres undefined)
 : 0	90	91	-6	136	39%	6	136	-8%
N#Cc1ccc(COC(=O)C2CCC(=O)N2)cc1 (centres undefined)
 : x	x	x	6	154	-11%	-6	154	x
CCn1cnc2cc(NCc3nc4ccccc4n3Cc3ccccc3)ccc21
 : 0	88	88	-7	109	x	7	109	x
O=S(=O)(NC1CCCC1)c1cccc(-c2nnc(-c3ccccc3)o2)c1
 : -22	71	94	-2	134	11%	2	134	-5%
O=C(Nc1ccon1)c1ccccc1F
 : 1	102	101	17	96	-3%	-17	96	10%
Cc1cc(C)n2nc(SCc3cc(=O)oc4cc(O)ccc34)nc2n1
 : -9	81	90	8	198	3%	-8	198	-43%
CC(C)(C)NC(=O)C(c1ccco1)N(Cc1ccc2c(c1)OCO2)C(=O)Cn1nnc2ccccc21 (centres undefined)
 : 7	86	79	-1	153	6%	1	153	6%
Cc1ccc(NC(=O)CN(C)S(=O)(=O)c2cccc3nsnc23)cc1Cl
 : 9	75	67	26	121	1%	-26	121	11%
Cc1cc(C)n2nc3nc4c(cc3c2n1)CCCC4
 : -2	78	81	1	107	6%	-1	107	-1%
CC(C)(C)OC(=O)NCCc1nnc(SCc2ccc(Cl)cc2)o1
 : -1	103	104	6	61	0%	-6	61	9%
c1ccc(-c2cc(N3CCCCC3)ncn2)cc1
 : -1	84	85	-4	114	4%	4	114	-2%
c1ccc(-n2ncc3c(N4CCN(CCOc5cccc6ccccc56)CC4)ncnc32)cc1
 : 54	77	23	-1	133	-49%	1	133	-54%
NC(=O)Nn1c(CCC(=O)O)ccc1-c1ccc(F)cc1
 : x	x	x	14	142	2%	-14	142	7%
CN1CCN(c2cc3c(c4c2[nH]c2ccccc24)C(=O)CC(C)(C)C3)CC1
 : -2	1	3	-18	164	41%	18	164	-55%
COc1cccc(C(=O)Nc2nc3c(s2)CN(C)CC3)c1
 : 4	86	82	-8	189	-12%	8	189	-17%
Cc1ccc(CNC(=O)CSc2nc3ccsc3c(=O)n2NC(=O)c2ccccc2)cc1
 : 0	97	97	11	155	15%	-11	155	-3%
COc1cc(NC(=O)c2cccs2)c(C(=O)OCC(=O)NCc2ccco2)cc1OC
 : 6	83	77	x	x	3%	x	x	-41%
Nc1nc(-c2cccnc2)nn1C(=O)Cc1ccccc1
 : -30	81	111	13	122	-7%	-13	122	10%
Cc1cc2c(ncn2C)c(NS(=O)(=O)c2cc(Cl)ccc2Cl)c1C
 : x	x	x	-6	188	1%	6	188	-24%
CC(=O)Cc1nsc(Nc2ccc3c(c2)OCCO3)n1
 : -13	70	84	5	155	-1%	-5	155	-40%
CCOc1ccc(NC(=O)C2CCCCN2S(=O)(=O)c2ccccc2)cc1 (centres undefined)
 : x	x	x	16	167	-7%	-16	167	-7%
O=C(NCCN1CCOCC1)c1ccc(CS(=O)(=O)c2ccc(Cl)cc2)o1
 : x	x	x	2	170	-4%	-2	170	-2%
O=S(=O)(c1ccc(-c2csc(-c3cccnc3)n2)cc1)N1CCCC1
 : 10	73	62	8	169	5%	-8	169	9%
NC(=S)Nc1cc2ccccc2c2ccccc12
 : x	x	x	14	107	-11%	-14	107	16%
C/C(=C\C(=O)c1ccccc1)NNc1nc2ccccc2s1
 : x	x	x	-8	129	-5%	8	129	-39%
Cc1ccsc1/C=C1\CCc2ccccc2C1=O
 : x	x	x	-22	140	1%	22	140	51%
CN(C(=O)c1ccccn1)c1nnc(-c2ccccn2)s1
 : -17	74	91	1	124	-10%	-1	124	0%
CCOC(=O)c1c(C)oc2c1c(C(c1cccnc1)N1CCCCC1)c(O)c1ccccc12 (centres undefined)
 : 0	7	7	15	164	-4%	-15	164	-66%
CCOc1ccc(NS(=O)(=O)c2ccc(NS(C)(=O)=O)cc2)cc1
 : -8	97	105	x	x	2%	x	x	8%
CC(C)=C1SC(N2CCN(c3cccc(C(F)(F)F)c3)CC2)=NC1=O
 : 5	74	69	u	x	8%	-53	69	-16%
O=C(Nc1nnc(C2CCCCC2)s1)c1cccs1
 : 9	94	85	-9	108	-6%	9	108	12%
C=CCNC(=S)NNC(=O)c1ccc(OC(C)C)cc1
 : 2	85	83	-4	100	-15%	4	100	-142%
CCCCCCCCN1C(=O)N(C)C(N(O)C(=O)NC)C1(C)C (centres undefined)
 : 10	105	95	5	130	-7%	-5	130	-40%
Cc1ccc(C(=O)COC(=O)CNC(=O)COc2ccccc2C)cc1C
 : x	x	x	1	165	7%	-1	165	-6%
CSc1nc(-c2ccccc2)nc(N2CCN(C)CC2)c1C(C)=O
 : -2	83	85	-1	96	-4%	1	96	-50%
Cc1ccccc1C(=O)Nc1nnc(-c2ccc(F)cc2)o1
 : -18	36	53	-28	133	6%	28	133	4%
O=C(CN1CCCC1)N1CCCc2c1c(=O)oc1ccc(OCc3ccccc3)cc21
 : x	x	x	18	119	4%	-18	119	-39%
Cc1nnc(NC(=O)CCC(=O)NCc2cccs2)s1
 : 0	89	89	-4	181	-2%	4	181	-19%
CC(C)CCOC(=O)C1C2C=CC3(CN(Cc4cccs4)C(=O)C13)O2 (centres undefined)
 : x	x	x	2	53	4%	-2	53	-11%
CCCSc1nnc2n(Cc3ccccc3)c(=O)c3c4c(sc3n12)CCC4
 : 2	100	99	x	x	-11%	x	x	12%
CCN1CCCC1CNC(=O)c1c(O)c2c([nH]c1=O)CCCC2 (centres undefined)
 : 4	99	94	5	106	-3%	-5	106	-5%
Cc1[nH]c2ccccc2c1SCC(=O)N1CCCc2ccccc21
 : 9	74	65	-13	40	-4%	13	40	3%
CCc1ccc2[nH]c(=O)c(C(c3nnnn3CC3CCCO3)N3CCN4CCCC4C3)cc2c1 (centres undefined)
 : 6	87	81	13	60	0%	-13	60	-71%
O=CNCCCc1nc2ccccc2n1Cc1ccccc1
 : 13	100	87	31	182	-3%	-31	182	7%
Cc1nc(C)n(C(=O)N(c2ccccc2)c2ccccc2)n1
 : 22	96	75	3	204	-4%	-3	204	18%
O=C(c1ccc(N2CCCCS2(=O)=O)cc1)N1CCN(c2ccc(N3CCOCC3)nn2)CC1
 : -4	87	90	x	x	-4%	x	x	-26%
CCOC(=O)N1CCc2c(sc(NC(=O)c3ccc(Cl)s3)c2C(N)=O)C1
 : x	x	x	x	x	-4%	x	x	-19%
O=S(=O)(NCC(c1cccnc1)N1CCN(c2ccc(F)cc2)CC1)c1ccccc1 (centres undefined)
 : -5	76	81	-23	88	x	23	88	x
O=C(NCCCc1ccccc1)c1ccccc1O
 : 3	89	86	15	51	-17%	-15	51	-15%
C/C(=N\NC(=O)C1CC1)c1ccc(Cl)c(Cl)c1
 : x	x	x	-2	167	-16%	2	167	8%
COc1ccc(/C=N/NC(=O)c2cccc([N+](=O)[O-])c2)cc1OC(=O)c1ccccc1
 : x	x	x	-16	169	5%	16	169	-82%
COC(=O)C(C(=O)Nc1ncccn1)C1CCCCCC1 (centres undefined)
 : 7	108	101	20	121	-2%	-20	121	-5%
COc1ccc(-c2n[nH]c(C)c2-c2cnn(-c3ccccc3)c2)c(O)c1C
 : 7	48	40	x	x	4%	x	x	-26%
CCOC(=O)N1CCN(C(=O)C2CCCN(S(=O)(=O)c3cccnc3)C2)CC1 (centres undefined)
 : -2	95	97	15	201	3%	-16	201	7%
Cc1ccc(Cn2nc(C)c(NC(=O)c3nn(C)cc3Cl)c2C)cc1
 : -24	82	106	10	121	x	-10	121	x
CCOC(=O)C1=C(C)Nc2nnnn2C1c1cccc(OC)c1OC (centres undefined)
 : 5	86	81	7	87	-10%	-7	87	x
O=C(CCC(=O)c1ccc(Oc2ccccc2)cc1)Nc1ccc(Cl)cc1Cl
 : x	x	x	x	x	-14%	x	x	-13%
COc1ccc(OC)c(C(=O)CSc2nnc(Cc3cccs3)n2C)c1
 : 3	93	90	2	172	0%	-2	172	-10%
Cc1cccc(Oc2coc3cc(OC(=O)c4cccs4)ccc3c2=O)c1
 : x	x	x	1	188	-4%	-1	188	9%

The listing continues:
Below each compound – MRP reversal	MRP reversal cytotoxicity	MRP reversal with doxorubicin	NFkB transloc pot	NFkB transloc pot cell count 2 µM	Bcl-B displacement	IL1B NFkB inh	IL1B NFkB inh cell count 2 µM	PLAP inhibition
Cc1noc(C(=O)N2CC3(C)CC2CC(C)(C)C3)c1Cl (centres undefined)
 : 19	99	80	x	x	-5%	x	x	-18%
O=C(CSc1nc2cc(Cl)ccc2o1)Nc1ccc(N2CCOCC2)cc1
 : -2	89	91	16	147	-14%	-16	147	1%
Cc1cc(C(=O)CSc2nnc(-c3ccc(F)cc3)o2)c(C)n1CC1CCCO1 (centres undefined)
 : 2	85	83	0	177	13%	0	177	-10%
O=C(CCCn1c(=O)c2sccc2n(CC(=O)OCc2ccccc2)c1=O)NCc1ccco1
 : 20	92	72	17	204	-4%	-16	204	9%
CCOC(=O)CC1=C(C(=O)OCC)C(c2ccc(C)o2)C(C#N)=C(N)O1 (centres undefined)
 : 5	103	98	3	135	12%	-3	135	0%
CCOC(=O)N1CCC(NC(=O)c2ccc(NC(=O)C3CCCO3)cc2)CC1 (centres undefined)
 : 0	93	94	8	142	-15%	-8	142	-15%
CCc1c(C(=O)Nc2ccncc2)csc1C
 : 3	86	83	2	126	16%	-2	126	15%
COC(=O)C1=C(C)N(Cc2ccc(OC)cc2)C(=O)C1
 : x	x	x	x	x	5%	x	x	-26%
CS(=O)(=O)c1ccccc1COC(=O)Nc1ccc(Cl)cc1
 : x	x	x	17	165	-7%	-17	165	31%
CCCC(=O)c1cc2c(cc1NC(=O)c1cccs1)OCCO2
 : -2	74	75	-5	126	8%	5	126	-15%
CCOC(=O)CSc1nnc(CNC(=O)c2cccs2)n1-c1cc(C)ccc1C
 : 10	81	71	0	125	12%	0	125	-17%
COc1ccc(-c2nc3c([nH]2)c(=O)n(C)c(=O)n3C)c(OC)c1
 : x	x	x	-2	113	7%	2	113	-12%
O=S(=O)(c1cccs1)N1CN(Cc2ccc(F)cc2)c2nc3ccccc3nc21
 : x	x	x	11	111	-8%	-11	111	12%
COc1ccccc1N1C(=O)CCC1(C#N)c1ccc(Br)cc1 (centres undefined)
 : 5	91	87	22	146	-3%	-22	146	-37%
COc1ccc(-c2cnn(-c3ccccc3)c2N)cc1OC
 : 3	88	86	x	x	0%	x	x	2%
Cc1ccnc(NC(=O)CN(C)S(=O)(=O)c2cccc3nsnc23)c1
 : 5	75	70	-9	58	-2%	11	58	22%
COc1cccc(C(=O)Nc2ccc(NC(C)=O)cc2)c1
 : x	x	x	-5	172	5%	5	172	4%
COc1ccccc1C(=O)NCCCN1CCCC1=O
 : x	x	x	1	158	0%	-1	158	-8%
Cc1cc(C)c(-c2cc(NC(=O)CSc3n[nH]c(N)n3)n(-c3ccccc3)n2)cc1C
 : x	x	x	14	142	-10%	-14	142	-224%
O=C(c1oc(=O)c2ccccc2c1-c1ccccc1)N1CCN(C2CCCCC2)CC1
 : -19	107	126	27	66	-7%	-27	66	-44%
NC(=O)c1cc(Cc2ccccc2)sc1NC(=O)c1ccco1
 : 5	80	75	x	x	0%	x	x	8%

Part of the list above, limited to NFkB transloc pot cell count 2 µM, IL1B NFkB inh and Bcl-B displacement:
mol | NFkB transloc pot cell count 2 µM | IL1B NFkB inh | Bcl-B displacement
COC(=O)C1=C(C)N(Cc2ccc(OC)cc2)C(=O)C1 | x | x | 5%
CS(=O)(=O)c1ccccc1COC(=O)Nc1ccc(Cl)cc1 | 165 | -17 | -7%
